G6PDH CS = L. mesenteroides G6PDH inhibitors, counter-screen for G6PDH-coupled screening assays, biochemical, Leuconostoc mesenteroides enzyme. glucose-6-phosphate dehydrogenase [Leuconostoc mesenteroides]. Purified L. mesenteroides G6PDH, diaphorase/resazurin coupled fluorescence, 45 min. inhibition, % at 5 µM. 0.12% of 200,000 active
RAM inhibit = inhibitors of the yeast RAM network, primary screen, dse1pr::URA3 reporter, 5-FOA selection; S. cerevisiae dse1pr::URA3 reporter, 5-FOA growth OD615, 2 d; analog-sensitive cbk1-as2 kinase mutant strain; 1.8% of 190,000 active; inhibition, % at 50 µM;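 active = inhibition above a set limit, 3 SD over mean compound inhibition, cut at about 8.4% in these data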;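 also: 0% = DMSO-only wells with no growth and 100% = 10 µM 1-NA-PP1 full growth; inhibition rescues growth on 5-FOA so higher OD means more RAM inhibition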
Diaph act CS = compounds boosting diaphorase resazurin reduction – biochemical, uHTS, resorufin fluorescence, counter-screen for diaphorase-coupled primary assays, primary screen | Diaphorase/resazurin coupled assay, 16 min; hits give high values; 1 = vehicle wells, 0 = NADH-free wells | activation factor at 20 µM | 0.005% of 190,000 active | AID 1229, 2008;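 active = diaphorase activity raised at least twofold by the compound at 20 µM; inactive = activation factor below 2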
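test system = bacterial diaphorase enzyme (C. kluyveri) | quantity = enzyme 0.07 U/mL final | reagent = NADH substrate 0.114 mM plus resazurin dye 0.1 mM, final | incubation = 16 min enzyme reaction, ambient temperature | buffer or medium = HEPES pH 7.4 buffer with MgCl2 and Tween 20 | signal = fluorescence of resorufin, 544 nm excitation, 590 nm emission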
Diaphorase inh = diaphorase inhibitors and chemical oxidizers, primary screen, counter-screen for diaphorase-coupled primary assays, biochemical, uHTS, resorufin fluorescence; 0.69% of 190,000 active; diaphorase resazurin-to-resorufin fluorescence, NADH, 16 min; bacterial (C. kluyveri) enzyme, not human; inhibition, % at 20 µM; AID 1217, 2008;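 active = primary screen inhibition at 20 µM above a set limit, cut at about 50% in these data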;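 also: plate controls were DMSO with full reaction for no effect and wells lacking NADH for full effect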
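Assay system – diaphorase enzyme from Clostridium kluyveri · Amount – diaphorase 0.14 U/mL (working solution) · Times – reaction incubation of 16 min at room temperature · Controls – No-NADH positive control and DMSO neutral control · Signal – resorufin fluorescence 544/590 nm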
TLR4-MyD88 BLA = inhibitors of TLR4-MyD88 association in cells, primary screen, cell-based, HeLa CL3-4, BLA complementation, FRET ratio; HeLa CL3-4 TLR4/MyD88 BLA complementation; 0.18% of 200,000 active; AID 861, 2007; inhibition, % at 8.4 µM; in the data active = inhibition above about 25%;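 also: 0% = vehicle and 100% = reference inhibitor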
Target sequence (O00206 whole entry, looked up): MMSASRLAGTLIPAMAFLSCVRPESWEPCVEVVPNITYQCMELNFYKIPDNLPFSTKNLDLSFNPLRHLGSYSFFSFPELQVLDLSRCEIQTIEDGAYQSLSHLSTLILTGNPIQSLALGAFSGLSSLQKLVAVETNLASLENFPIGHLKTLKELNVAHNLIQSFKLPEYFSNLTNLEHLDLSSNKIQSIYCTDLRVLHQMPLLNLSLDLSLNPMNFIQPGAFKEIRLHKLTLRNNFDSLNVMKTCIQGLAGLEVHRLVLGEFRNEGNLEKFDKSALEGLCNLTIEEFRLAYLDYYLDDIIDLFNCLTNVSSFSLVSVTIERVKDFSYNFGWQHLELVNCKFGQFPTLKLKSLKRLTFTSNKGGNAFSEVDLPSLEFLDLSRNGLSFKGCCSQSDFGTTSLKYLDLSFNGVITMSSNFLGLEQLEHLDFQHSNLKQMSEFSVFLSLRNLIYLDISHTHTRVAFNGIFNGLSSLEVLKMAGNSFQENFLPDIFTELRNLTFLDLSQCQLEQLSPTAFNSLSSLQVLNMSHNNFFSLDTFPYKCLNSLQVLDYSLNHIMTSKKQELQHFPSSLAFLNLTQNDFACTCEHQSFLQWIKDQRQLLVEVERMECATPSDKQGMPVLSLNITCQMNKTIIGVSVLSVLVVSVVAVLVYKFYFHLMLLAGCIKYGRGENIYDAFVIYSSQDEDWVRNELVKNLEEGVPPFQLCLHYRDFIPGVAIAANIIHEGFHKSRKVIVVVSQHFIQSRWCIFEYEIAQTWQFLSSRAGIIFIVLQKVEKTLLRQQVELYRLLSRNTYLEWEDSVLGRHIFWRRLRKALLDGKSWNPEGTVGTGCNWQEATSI
Target sequence (Q99836 whole entry, looked up): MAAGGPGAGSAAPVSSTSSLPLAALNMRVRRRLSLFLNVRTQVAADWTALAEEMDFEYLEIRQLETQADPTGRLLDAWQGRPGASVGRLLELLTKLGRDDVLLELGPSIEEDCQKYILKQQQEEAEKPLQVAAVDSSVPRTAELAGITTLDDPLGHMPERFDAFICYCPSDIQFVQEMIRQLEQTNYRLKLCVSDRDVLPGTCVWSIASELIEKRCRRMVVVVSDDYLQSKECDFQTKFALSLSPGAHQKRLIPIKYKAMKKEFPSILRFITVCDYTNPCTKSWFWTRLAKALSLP
Hsp70 activator = Hsp70 transcriptional activators, primary screen, cell-based, HeLa, Hsp70 promoter luciferase, luminescence, 10 µM | HeLa Hsp70 promoter luciferase reporter; scaled: vehicle 0, proteasome-inhibitor control 100% | activation, % at 10 µM | 0.04% of 200,000 active | AID 1203, 2008;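 active = activation above the mean across all tested compounds plus 3 SD, cutoff set per campaign, cut at about 5.5% in these data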;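 also: 100% = MG132 at 30 µM as the positive control and 0% = DMSO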
L major viab = Leishmania major promastigote growth inhibition, primary screen; Leishmania major promastigotes, resazurin fluorescence viability; inhibition, % at 10 µM; 9% of 200,000 active;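 also: promastigotes grown with compound for 44 hours at 28 °C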
PMI act satM6P = human PMI activators, high substrate, primary screen, biochemical, fluorescence intensity, near-saturating mannose 6-phosphate. coupled PMI enzyme assay, resazurin fluorescence, 20 min; hits give high values; 1 = untreated enzyme, 0 = substrate-free blank. activation factor at 20 µM. 0.34% of 190,000 active;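 active = activation factor of 2 or more at 20 µM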
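Material: human phosphomannose isomerase with PGI, G6PDH, diaphorase coupling enzymes; amount: PMI at 15 ng/mL final; also added: Mannose-6-phosphate 1.0 mM (near-saturating) plus 0.22 mM NADP+; incubation: enzyme reaction with compound 20 min at room temperature; signal: resorufin fluorescence (Ex 544/Em 590 nm) from resazurin via diaphorase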
S1P3 antagonist = S1P3 receptor antagonists, primary screen, cell-based. Sphingosine 1-phosphate receptor 3 (Homo sapiens), Q99500. CHO S1P3 NFAT-BLA reporter, FRET fluorescence, antagonist mode. inhibition, % at 4.98 µM. 0.27% of 170,000 active;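 active = inhibition above the plate cutoff, the mean inhibition of test wells on that plate plus 3 SD, cut at about 28% in these data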;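 also: cells challenged with S1P at its EC80 of 0.8 µM; blue over green emission ratio from cleaved BLA substrate after 4 h stimulation; 0% = S1P-stimulated wells and 100% = unstimulated DMSO-only wells; some compounds past the cut are filed as inactive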
PMI act = activators of human PMI, primary screen, biochemical, fluorescence intensity, near-Km mannose 6-phosphate. Mannose-6-phosphate isomerase (Homo sapiens), P34949. purified human PMI, coupled resazurin fluorescence, 20 min; hits give high values; 1 = vehicle control, 0 substrate-free wells. activation factor at 20 µM. 0.005% of 190,000 active. AID 1214, 2008;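 active = activation factor of 2 or more at 20 µM, relative to plate controls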
Redox H2O2 prof = compounds producing H2O2 with reducing agent – biochemical, NIH compound library profiling, artefact control for MLSCN library redox annotation, primary screen. DTT-dependent redox cycling H2O2, phenol red/HRP absorbance; 100% = 100 µM peroxide control, 0% = buffer. activation, % at 10 µM. 0.03% of 200,000 active. AID 878, 2007;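 active = activation of at least 50% relative to the plate's high and low controls in the primary single-dose screen; inactive = activation below 50%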;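 also: compound incubated with DTT at 0.8 mM final as the reducing agent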
Active calls of the source: *; x = no result given. Rule as the data show it, unless noted: active = inhibition above about 50%; inactive = the rest.

SMILES	G6PDH CS	RAM inhibit	Diaph act CS	Diaphorase inh	TLR4-MyD88 BLA	Hsp70 activator	L major viab	PMI act satM6P	S1P3 antagonist	PMI act	Redox H2O2 prof
CN(C)c1nc(C#N)nc(N(C)C)n1	7.8	-0.9	1	-1.0	-5.3	-0.2	21.2	1.2	-6.7	1.2	-0.2
Cc1cc(C)c2oc(-c3ccc(C)c(NC(=S)NC(=O)/C=C/c4ccco4)c3)nc2c1	-17.4	5.3	1	4.3	-3.1	-0.1	71.3*	0.9	x	0.9	-1.5
CCCc1nc2c(sc3nc4c(cc32)COC(C)(C)C4)c(=O)n1CCN(CC)CC	4.6	3.1	1	-4.1	-0.8	-0.3	15.5	1	-5.7	1.1	-0.8
Cc1ccc(C(=O)N/C(=C\c2sccc2C)C(=O)NCc2ccco2)cc1	-0.3	3.1	0.8	16.6	10.4	-0.3	-2.6	1	x	0.9	1.8
N#CCCCn1c(=O)oc2ccccc21	5.7	-0.2	1	2.5	6.7	-0.2	-6.9	1	-10.9	1	-0.3
COc1ccc(/C=C/C(=O)Oc2ccc(C)c(C)c2)cc1OC	-1.4	7.6	1	4.1	-4.3	-0.3	21.3	1.1	-2.0	1.1	0.1
Cc1c(C(=O)C(=O)N2c3ccc(F)cc3CCC2C)c2ccccc2n1C (stereo unspecified)	20.8	2.0	0.7	32.0	-1.1	-0.1	18.5	0.9	5.0	0.8	0.5
O=S(=O)(Nc1ccc(-n2cccc2)cc1)c1ccccc1	-17.7	0.2	0.7	31.3	5.1	-0.1	26.4	0.8	x	0.8	1.1
CN(C)C(CNC(=O)c1ccc(NC(=O)CC#N)cc1)c1ccccc1 (stereo unspecified)	-5.2	0.4	1.2	-19.8	-2.5	0.1	-0.1	1	-18.8	1	-1.2
COc1cc(/C=C/C(=O)OCC(=O)Nc2ccc(S(=O)(=O)N3CCCC3)cc2)ccc1O	-1.5	5.7	0.8	24.3	-2.5	-0.1	-2.3	0.7	-8.3	0.9	0.1
O=C(Cn1nnc2ccccc2c1=O)Nc1ccc2c(c1)CCC2	3.6	0.0	0.8	17.6	8.9	-0.3	-4.5	0.9	-12.5	1	0.7
COc1ccc(C(=O)Nc2nccs2)cc1[N+](=O)[O-]	-2.1	3.9	1	4.7	-11.5	0.0	5.8	1	0.0	0.9	0.2
Cc1ccccc1Cn1c(=N)n(CC(=O)c2ccc([N+](=O)[O-])cc2)c2ccccc21	-1.3	2.8	0.9	5.4	4.2	-0.2	99.9*	1.1	2.9	1.1	1.2
COc1cc(N2CCCC2)ccc1[N+](=O)[O-]	2.0	-0.6	1	-4.2	-15.4	-0.1	-4.1	0.8	9.6	1	-0.3
CCN(CC)CC(=O)NC12CC3CC(CC(C3)C1)C2	11.6	2.0	0.8	20.0	-0.2	-0.4	2.9	1	x	1	0.2
CN(c1cccc(NC(=O)CN(c2cccc(Cl)c2)S(=O)(=O)c2ccccc2)c1)S(C)(=O)=O	-0.6	6.4	0.8	24.9	-14.4	-0.4	22.1	1	9.0	0.8	-0.4
CCN(C(=S)Nc1ccc(Oc2ccccc2)cc1)c1ccccc1	-9.3	0.8	1	4.1	-2.3	-0.3	-3.1	1	-9.0	1	0.3
C/C(=N/NC(=O)c1ccncc1)c1c[nH]c2ccccc12	-4.0	0.9	0.9	9.7	-8.7	1.0	12.8	0.9	-10.9	1	-0.3
O=C(O)CCn1cc(/C=C\C(=O)c2ccc(Cl)cc2)c(-c2cccc(Br)c2)n1	-5.8	8.3	0.8	15.6	9.8	-0.3	-0.5	1	-4.0	0.9	-0.2
O=C1NC(Cc2ccccc2)C(=O)N1CC(=O)N1CCCc2ccccc21 (stereo unspecified)	11.1	0.6	1.2	-20.3	0.1	-0.2	0.8	1.1	1.0	1.1	-2.3
CCN(CC)C(=O)Cn1cnc2sc(C(=O)N3CCN(Cc4ccc5c(c4)OCO5)CC3)c(C)c2c1=O	3.8	1.0	0.9	6.9	-12.0	0.1	-6.6	1	-6.6	1.2	-0.4
CC(C)NC(=O)c1ccc(C2SCC(=O)N2Cc2ccccc2)cc1 (stereo unspecified)	7.9	1.1	0.9	5.2	-4.0	-0.3	46.5	0.9	x	1	0.6
Cc1ccc2nc(-c3ccccn3)cc(C(=O)Nc3ccc(S(=O)(=O)N4CCOCC4)cc3)c2c1	10.0	1.5	0.8	15.7	3.0	0.0	22.0	0.8	-8.3	0.8	-0.2
Cc1cc2n(n1)C(c1sccc1C)Nc1c(C)cccc1-2 (stereo unspecified)	9.9	2.3	0.8	19.0	-10.8	-0.2	1.1	0.9	-30.4	0.9	1.8
O=C1/C(=C\c2cccnc2)CCc2ccccc21	6.9	1.0	0.8	24.9	10.9	-0.1	100.3*	0.8	x	0.9	-3.8
O=C(NCc1ccccc1)c1cccc(COc2cc(Cl)ccc2Cl)c1	-31.9	7.7	0.8	20.8	-2.4	-0.1	-1.1	0.8	-10.6	0.9	1.4
O=C(N/N=C\c1c(O)ccc2ccccc12)c1ccc(S(=O)(=O)N2CCCCC2)cc1	-3.8	-0.8	0.8	15.6	-2.4	-0.2	99.9*	1.1	-3.8	0.9	0.3
Cc1cc(C(=O)N/N=C/c2cc(Br)ccc2OC(=O)c2ccccc2Cl)n[nH]1	17.1	5.2	1	-0.1	1.8	-0.3	98.3*	1	-2.1	1	0.0
O=C(C1CCCO1)N1CCC(c2nc3ccccc3[nH]2)CC1 (stereo unspecified)	7.6	0.3	0.9	13.4	-4.9	-0.3	-3.3	1	22.4	0.9	-0.8
COc1ccc(N/C=C/C(=O)c2ccc(Cl)cc2)cc1	7.2	3.7	1	4.1	-7.0	0.3	5.6	1	-8.7	1	-0.1
O=C(Nc1ccc(Br)cc1Cl)N1CCOCC1	4.4	1.9	1	2.7	1.0	0.0	-2.5	1	-10.0	1	0.0
CC1=C(C)CC(C(=O)N2CCN(C/C=C/c3ccccc3)CC2)C(C(=O)O)C1 (stereo unspecified)	5.8	1.1	x	x	9.7	-0.3	9.9	x	-3.5	x	-0.1
O=C(C1CCCN(Cc2ccccc2Br)C1)N1CCCCC1 (stereo unspecified)	4.1	2.0	0.8	20.9	-4.2	0.1	45.5	1.1	-8.8	1	-0.7
O=S(=O)(Cc1ccccc1)N1CCCC(c2nc(-c3ccc(F)cc3)no2)C1 (stereo unspecified)	8.1	7.6	0.9	8.7	-9.1	-0.1	0.7	0.9	8.8	0.9	-0.4
O=C1c2ccccc2NC(c2ccco2)N1O (stereo unspecified)	9.9	0.5	0.9	7.1	1.6	-0.2	2.0	1.2	4.8	1.1	0.5
CCOC(=O)C1=C(C)N(C)C(C)=C(C(=O)OCC)C1c1ccc(C(=O)OC)cc1	6.4	0.1	0.8	19.2	0.4	0.1	37.9	1	x	0.9	-0.3

Arranged by count of non-hydrogen atoms (low to high): some entries from above.
SMILES	G6PDH CS	RAM inhibit	Diaph act CS	Diaphorase inh	TLR4-MyD88 BLA	Hsp70 activator	L major viab	PMI act satM6P	S1P3 antagonist	PMI act	Redox H2O2 prof
O=C(C1CCCN(Cc2ccccc2Br)C1)N1CCCCC1 (stereo unspecified)	4.1	2.0	0.8	20.9	-4.2	0.1	45.5	1.1	-8.8	1	-0.7
O=C(NCc1ccccc1)c1cccc(COc2cc(Cl)ccc2Cl)c1	-31.9	7.7	0.8	20.8	-2.4	-0.1	-1.1	0.8	-10.6	0.9	1.4
Cc1cc(C(=O)N/N=C/c2cc(Br)ccc2OC(=O)c2ccccc2Cl)n[nH]1	17.1	5.2	1	-0.1	1.8	-0.3	98.3*	1	-2.1	1	0.0

Additional structures follow:
SMILES	G6PDH CS	RAM inhibit	Diaph act CS	Diaphorase inh	TLR4-MyD88 BLA	Hsp70 activator	L major viab	PMI act satM6P	S1P3 antagonist	PMI act	Redox H2O2 prof
Cc1ccc(OCCN2C(=O)C(=O)c3cc(C)ccc32)cc1	14.5	3.8	x	x	5.7	-0.4	-12.6	x	-8.8	x	-1.3
O=C(N/N=C/c1ccc2c(c1)OCO2)C(=O)Nc1ccc2ccccc2c1	5.0	2.6	1.1	-6.8	-0.4	0.0	-0.1	1	-35.8	1	-2.0
Cc1cccc(NC(=O)COC(=O)c2ccc([N+](=O)[O-])o2)c1C	2.3	-0.3	0.9	5.2	-0.3	-0.1	-1.0	0.9	-15.8	1	-0.2
CCc1ccc(NSc2ccccc2[N+](=O)[O-])cc1	-13.4	1.4	0.7	26.0	0.5	-0.3	98.7*	0.8	x	0.8	1.7
O=C(c1cc2c(=O)n3ccccc3nc2s1)N1CCc2ccccc2C1	6.9	1.0	0.4	57.4*	-3.6	0.0	-2.6	1	-13.9	1.3	-0.5
O=C(O)CC(c1cccc2ccccc12)n1cccc1 (stereo unspecified)	3.7	-0.5	0.9	13.6	0.5	-0.1	-4.2	0.9	x	0.9	0.8
COc1ccccc1NC(=S)NC(=O)C1CC1	-3.5	-0.7	0.9	5.4	-21.2	0.0	-7.4	1	12.8	1	-0.1
COc1ccccc1NC(=S)N1CCN(C/C=C/c2ccccc2)CC1	4.1	0.5	0.9	6.0	-4.6	-0.1	67.3*	1	-2.2	1	0.2
CCCN1Cc2cccc(C(=O)Nc3ccc(-c4nc5ccccc5[nH]4)cc3)c2C1=O	2.9	0.9	0.9	7.5	-13.2	-0.1	49.6	1	-0.5	0.9	0.4
CCOc1ccc(-n2c(SCC(=O)N3CCc4ccccc43)nnc2-c2c[nH]c3ccccc23)cc1	11.1	2.8	0.9	11.2	-2.3	0.1	-6.0	1.1	-6.8	1.1	1.1
CCc1ccc(NC(=O)CSCc2nc(N)nc(Nc3ccccc3CC)n2)cc1	-12.0	2.3	0.7	27.3	2.9	-0.3	8.0	0.9	5.7	0.9	-0.6

Bioassay records: PubChem BioAssay, several laboratories
